Bioassay records as filed in PubChem.
G9a block: blocks human histone lysine methyltransferase G9a | 8.8% of 350,000 active | Q96KQ7 | G9a H3K9 monomethylation, AlphaScreen, 2 h | Potency, µM (highest dose often 102 µM), inactives show at the top dose activity, negative = inhibition, most hits filed as inhibitors; further: potency means the concentration at half of the fitted maximal effect; on the % scale 0 is the no-effect control and ±100 the full control effect; nearly all actives have a fitted effect of over 75% in size
Target sequence (Q96KQ7 913-1193 limits assumed): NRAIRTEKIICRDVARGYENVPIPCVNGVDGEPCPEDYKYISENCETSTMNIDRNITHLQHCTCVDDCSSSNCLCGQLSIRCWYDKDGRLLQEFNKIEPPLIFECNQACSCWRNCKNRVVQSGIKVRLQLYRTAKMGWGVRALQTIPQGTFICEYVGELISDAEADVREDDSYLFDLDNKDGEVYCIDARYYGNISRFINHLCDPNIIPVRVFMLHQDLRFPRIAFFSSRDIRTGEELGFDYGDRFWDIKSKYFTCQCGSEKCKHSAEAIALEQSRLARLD
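Readings reflect AlphaScreen signal from monomethyl-H3K9 antibody detection. HMT at 20 nM; substrate b-H3K9 500 nM; cofactor SAM 20 uM; 2 h RT reaction; compounds tested as titrations in qHTS with 15 min preincubation.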
GLS inhibitor: blocks human kidney-isoform glutaminase activity | 0.21% of 410,000 active | GLS enzymatic activity, qHTS titration | O94925 | Potency, µM (titrated, usually from 45.5 µM), for inactives: at the highest dose activity change, negative = inhibition, most hits filed as inhibitors; further: potency means the concentration at half of the fitted maximal effect; on the % scale 0 is the no-effect control and ±100 the full control effect
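Enzyme dispensed in phosphate buffer (45 mM, pH 8.2, 0.02% Tween-20), compounds pinned in, then 1 mM L-glutamine solution and the glutamate oxidase–HRP–Amplex Red mix added; fluorescence read immediately and again after 30 min at room temperature.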
JMJD2A Tudor inh: JMJD2A Tudor domain (human) inhibition | O75164 | AlphaScreen JMJD2A-Tudor / H3K4me3 peptide binding | Potency, µM (top dose mostly 114 µM), for the others: at the highest dose activity change, negative = inhibition, usual class: inhibitors | 4.4% of 390,000 active | AID 504339; further: potency means the concentration at half of the fitted maximal effect; on the % scale 0 is the no-effect control and ±100 the full control effect; nearly all actives have a fitted effect of over 50% in size
BAZ2B inh: blocks human BAZ2B; Q9UIF8; AlphaScreen BAZ2B-H3K14Ac peptide displacement; Potency, µM (series often up to 114 µM), without a hit: top-dose activity change, negative = inhibition, actives largely listed as inhibitors; 4.4% of 360,000 active; further: potency means the concentration at half of the fitted maximal effect; on the % scale 0 is the no-effect control and ±100 the full control effect; nearly all actives have a fitted effect of over 60% in size
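BAZ2B 50 nM plus b-H3(5-23)K14Ac 50 nM, PBS pH 7.4/0.01% Tween-20, 30 min RT; compound added (max 110 uM), 30 min RT; streptavidin donor/Ni-chelate acceptor beads 10 ug/mL final, 20 min dark; AlphaScreen read.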
PI4K2A inh: PI4K2A (human) kinase inhibition; purified PI4K2A, ADP-Glo luminescence, 1 h; stronger effect = lower value; activity change, negative = inhibition, % at 76.9 µM; 0.13% of 420,000 active; Q9BTU6; in the data active means activity change below about -50%; inconclusive means mostly about -30% to -49%;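 further: -100% = wells without enzyme as full effect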
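In this quantitative HTS, ADP production by PI4K2A was quantified luminescently after 1 h at ambient temperature; 100 microM adenosine served as plate-quality control.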
Pol eta inh: inhibitors of human DNA polymerase eta; Q9Y253; recombinant Pol eta, fluorescent DNA replication assay; Potency, µM (top dose mostly 114 µM), for the others: at the top dose activity change, negative = inhibition, hits mostly inhibitors; 1.2% of 390,000 active; further: potency means the concentration at half of the fitted maximal effect; on the % scale 0 is the no-effect control and ±100 the full control effect
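Fluorescent replication assay: 50 nM final substrate added after a 15 min room-temperature compound preincubation with 10 nM enzyme. Signal taken at 0 min and again at 10 min.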
PGK inhibitor: inhibitors of T. brucei phosphoglycerate kinase; AID 602233; PGK/GAPDH coupled, Kinase-Glo luminescence, 60 min; Potency, µM (titrated, usually from 57.5 µM), for inactives: top-dose activity change, negative = inhibition, actives largely listed as inhibitors; P07378; 0.043% of 380,000 active; further: potency means the concentration at half of the fitted maximal effect; on the % scale 0 is the no-effect control and ±100 the full control effect; nearly all actives have a fitted effect of over 60% in size
Target sequence (P07378 whole entry, looked up): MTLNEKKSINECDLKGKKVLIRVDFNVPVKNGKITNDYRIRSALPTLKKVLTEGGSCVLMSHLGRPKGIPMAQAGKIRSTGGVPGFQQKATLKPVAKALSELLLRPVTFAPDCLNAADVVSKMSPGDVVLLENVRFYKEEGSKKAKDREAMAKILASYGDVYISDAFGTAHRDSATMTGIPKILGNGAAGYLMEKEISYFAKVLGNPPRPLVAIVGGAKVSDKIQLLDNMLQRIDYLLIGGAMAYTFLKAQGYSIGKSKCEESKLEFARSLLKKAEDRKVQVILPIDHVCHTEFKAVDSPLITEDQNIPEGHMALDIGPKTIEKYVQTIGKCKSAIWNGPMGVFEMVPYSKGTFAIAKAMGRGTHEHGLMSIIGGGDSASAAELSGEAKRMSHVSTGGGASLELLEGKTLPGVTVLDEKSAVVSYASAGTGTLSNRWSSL
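Recombinant glycosomal PGK reaction used 1,3-bisphosphoglycerate generated in-well by GAPDH (100nM final) in 100mM TEA pH 7.6, 5mM MgCl2, 0.01% Tween-20. After 60 minutes at room temperature, ATP was read by Kinase-Glo Plus luminescence end-point.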
Pin1 inhibitor: human Pin1 inhibition; Pin1 FP peptide displacement, HiFluor488, 10 min; Potency, µM (doses to about 115 µM), inactives show at the highest dose activity, negative = inhibition, most hits filed as inhibitors; 0.009% of 390,000 active; active means well fitted inhibition curve with a large enough effect in the polarisation, with a control signal flat, not every such curve was filed as active; inconclusive means small, poorly fitted or top-dose-only effect, or effect the other way, or a change in a side signal; inactive means no such curve, though single readings can be large or run the other way; the % refers to the polarisation; further: potency means the concentration at half of the fitted maximal effect; on the % scale 0 is the no-effect control and ±100 the full control effect
Target sequence (Q13526 whole entry, looked up): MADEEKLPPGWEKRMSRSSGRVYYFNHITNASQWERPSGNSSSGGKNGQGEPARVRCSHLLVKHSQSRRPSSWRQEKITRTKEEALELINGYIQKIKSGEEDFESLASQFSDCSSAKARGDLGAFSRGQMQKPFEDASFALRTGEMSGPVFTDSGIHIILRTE
HP1b chromo inh: inhibitors of HP1-beta chromodomain binding to methylated histone tails; AlphaScreen HP1-beta / biotin-H3K9me3 peptide binding; 0.56% of 390,000 active; Potency, µM (highest dose often 114 µM), inactives show top-dose activity change, negative = inhibition, hits mostly inhibitors; further: potency means the concentration at half of the fitted maximal effect; nearly all actives have a fitted effect of over 70% in size; inactives centre near 23
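AlphaScreen: HP1-beta (50 nM) preformed 30 min with biotin-H3(1-18)K9me3 peptide (50 nM) in PBS pH 7.4, 0.01% Tween-20. Compound added for 30 min at RT, then streptavidin donor/nickel chelate acceptor beads (10 ug/mL) for 30 min.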
The depositor's hits bear a star; i = inactive; u = inconclusive; x = not tested or not shown; & = joins results of further samples; [ ] = remark or other dose. Unless noted, the call rests on the fitted dose curve; in most records, active means well fitted curve in the direction sought with a large enough effect; inconclusive means small, poorly fitted or top-dose-only effect, or another doubt; inactive means no such curve, though single readings can be large; an effect the other way counts as inactive or inconclusive. A portion of the library. The share of hits here may be higher or lower than overall.

The line under a structure holds: G9a block	GLS inhibitor	JMJD2A Tudor inh	BAZ2B inh	PI4K2A inh	Pol eta inh	PGK inhibitor	Pin1 inhibitor	HP1b chromo inh
- O=C(c1cccs1)N1CCCC(N2CCN(c3ccc(F)cc3)CC2)C1 (stereo not drawn)
    46%[activator][59 µM]	-2%	-13%	-21%	5	-3%	-9%	-5%	25%
- Cc1cc2oc(=O)cc(CN3CCOCC3)c2cc1C(C)C
    -3%	-5%	-6%	-11%	0	2%	-4%	0%	36%
- Nc1nc2c(ncn2COC(CO)CO)c(=O)[nH]1
    3%[59 µM]	-9%	-17%	-17%	1&5&4	-17%	-5%	-2%&-1%	17%
- COc1cccc(NC(=O)c2ccc3c(c2)C(=O)N(CC2CCCO2)C3=O)c1 (stereo not drawn)
    30%	3%	-13%	-10%[57.1 µM]	-8	8%	-2%	-7%	13%
- O=C(NNc1c(F)c(F)cc(F)c1F)c1ccc(Cl)nc1
    50µM*	8%	-5%	-21%	-3	-11%	11%	-1%	25%
- CCc1ccc(C(=O)c2cn(CC(=O)Nc3ccc(F)cc3)c3cc4c(cc3c2=O)OCO4)cc1
    1%[59 µM]	-6%	u	u	-1	-6%	i	u	51%[activator]
- COc1ccccc1N(C)S(=O)(=O)c1ccc(C(=O)Nc2cc(F)ccc2C)cc1
    x	3%	-10%	x	-24	-6%	-5%	-1%	25%[57 µM]
- O=C(Nc1ccc(Nc2ccccc2)cc1)c1ccc(Br)o1
    35µM*	27%	40µM*	22µM*	5	-7%	-1%	-7%	u
- C/C(=N\NC(=O)c1ccc(O)cc1)c1cccc(NC(=O)c2ccccc2C)c1
    24%	17%	-17%	-15%	-5	1%	-10%	-11%	25%
- Clc1ccc(C2Nc3cccc4cccc(c34)N2)cc1
    35µM*	6%	u	u	3	-20%	-8%	-20%	-19%
- O=C(CCN1CCCCC1)c1ccc2c(c1)OCO2
    7.9µM*	0%	0%	-24%[57.1 µM]	12	-4%	0%	0%	31%
- O=C(OCCSCCOC(=O)C1CC=CCC1)C1CC=CCC1 (stereo not drawn)
    x	-3%	147%[activator]	x	3	-5%	0%	7%	142%[activator]
- CC1(C)CC2CC(C)(CN2C(=O)COc2cccc3ccccc23)C1 (stereo not drawn)
    -30%	5%	5%	0%	6	-12%	-1%	1%	51%[activator]
- COc1ccc(OCCNC(=S)Nc2cccc3ccccc23)cc1
    -11%[59 µM]	5%	u	u	3	-13%	-15%	-7%	-16%
- COc1cccc(N=C2SC(C(=O)Nc3ccccc3F)CC(=O)N2C)c1 (stereo not drawn)
    -31%	-4%	-13%	-4%	-1	-1%	2%	0%	9%

The results go on.
The line under a structure holds: G9a block	GLS inhibitor	JMJD2A Tudor inh	BAZ2B inh	PI4K2A inh	Pol eta inh	PGK inhibitor	Pin1 inhibitor	HP1b chromo inh
- COc1cc(/C=N/NC(=O)c2ccncc2)ccc1Oc1ccc([N+](=O)[O-])cn1
    1%	2%	-7%	-3%	-4	-17%	-1%	-3%	13%
- O=C(NCCCN1CCOCC1)c1ccc(NS(=O)(=O)c2cccc([N+](=O)[O-])c2)cc1
    18%	0%	-4%	-14%	0	-5%	-5%	3%	37%
- CCc1cccc(OCCCCNCCCOC)c1
    13µM*	-11%	6.3µM*	u	7	4%	-3%	1%	u
- CCOC(=O)c1sc2nc(C)nc(N3CCN(c4ncccn4)CC3)c2c1C
    -37%[59 µM]	-2%	-15%	-30%	6	-4%	-6%	1%	16%[57 µM]
- COc1ccc(OCC(=O)OC(C)CN2CCCCC2)cc1 (stereo not drawn)
    -45%	3%	-6%	-4%	0	-3%	7%	2%	33%
- CC(C)CNC1=CC(=O)CC(c2ccco2)C1 (stereo not drawn)
    -1%[59 µM]	-22%	-34%	u	2	u	-9%	u	-11%
- Cc1c(NC(=O)c2ccccc2NC(=O)c2ccccc2)cccc1C(=O)O
    21%	9%	-7%	2%	-2	8%	9%	-7%	10%
- CCCCN1C(=O)C(CC(=O)NC(c2ccccc2)c2ccccc2)CC(C(=O)N2CCOCC2)=C1C (stereo not drawn)
    x	3%	x	x	1	-9%	7%	x	x
- CCc1[nH]nc2c1C(Cc1ccccc1)C(C#N)=C(N)O2 (stereo not drawn)
    0%	20%	-16%	-4%	2	-1%	i	0%	36%
- CC(C)=C1C2C=CC1C(C(=O)Nc1cccc(C)c1)C2C(=O)O (stereo not drawn)
    -2%[59 µM]	0%	-1%	-5%	5	-10%	x	1%	45%[activator]
- Cc1cc(NC(=O)c2ccc(S(=O)(=O)N(C)C)cc2)no1
    -41%	5%	9%	-3%	-2	-6%	-2%	-4%	21%
- O=C(CSc1nnc(-c2ccncc2)n1Cc1ccco1)Nc1cccc(O)c1
    x	23%	-27%	1%	-2	-7%	-6%	-13%	11%
- COc1ccccc1NC(=O)CC1COc2ccccc2O1 (stereo not drawn)
    -8%	2%	-2%	-6%	-5	-12%	-10%	2%	21%
- CCc1cccc(Nc2cc(C)nc3ncnn23)c1
    2%	8%	u	-3%	-2	-15%	-3%	3%	9%
- O=C(OCCOc1ccc(Br)cc1)c1cnccn1
    0%[12.7 µM]	2%	9%	0%	-2	-14%	-8%	4%	32%

Next records:
canonical_smiles | G9a block | GLS inhibitor | JMJD2A Tudor inh | BAZ2B inh | PI4K2A inh | Pol eta inh | PGK inhibitor | Pin1 inhibitor | HP1b chromo inh
CC(=O)Nc1ccc(SCC(=O)OCC(=O)NC(=O)NC2CCCC2)cc1 | 6% | 0% | -5% | -1% | 5 | -13% | -7% | 0% | 29%
O=C1/C(=C/c2ccc(Br)cc2)Oc2cc(O)ccc21 | 18% | -1% | -1% | 4% | 0 | -24% | 3% | u | 33%
COCCn1c(C)cc(C(=O)CSc2nc3ccccc3c(=O)[nH]2)c1C | 15%[12.7 µM] | 2% | -16% | 5% | 0 | -5% | 2% | u | 18%
CCOC(=O)c1c(C)[nH]c(C)c1S(=O)(=O)N(C)CC(=O)NCc1ccc(Cl)cc1 | -8%[59 µM] | 11% | -29% | 21% | -1 | -15% | -1% | -5% | 51%
Cc1ccccc1Oc1ncnc2sccc12 | 10%[0.501 µM] | 14% | 6% | -7% | -1 | -12% | -7% | -2% | 32%
Cc1ccc(NC(=O)CC2Oc3ccc(C)cc3NC2=O)cc1 (stereo not drawn) | u | -2% | -17% | -24% | -3 | -3% | -8% | 11% | 10%
COc1ccc(Oc2c(C=O)c3ccccc3n2C)cc1 | 17% | -7% | 11% | 4% | -10 | -7% | -1% | -2% | 50%[activator]
COc1ccc(N2CCN(C(=O)Cn3c(-c4cccs4)cc4ccccc43)CC2)cc1 | u | 41%[activator] | -31% | -36% | 2 | u | -5% | -5% | -2%
C/C(=N\n1c(C)nc2ccccc2c1=O)c1ccc(C)o1 | 12% | 5% | -8% | -3% | 2 | -12% | 6% | -2% | 8%
CCOc1ccc(C(=O)CCCC(=O)c2ccc(OCC)cc2)cc1 | 11% | -5% | -10% | -15% | -2 | -7% | -2% | 2% | 47%[activator]

Quoted at random: 5 entries already listed, in no set order.
canonical_smiles | G9a block | GLS inhibitor | JMJD2A Tudor inh | BAZ2B inh | PI4K2A inh | Pol eta inh | PGK inhibitor | Pin1 inhibitor | HP1b chromo inh
COc1ccc(Oc2c(C=O)c3ccccc3n2C)cc1 | 17% | -7% | 11% | 4% | -10 | -7% | -1% | -2% | 50%[activator]
CCOC(=O)c1c(C)[nH]c(C)c1S(=O)(=O)N(C)CC(=O)NCc1ccc(Cl)cc1 | -8%[59 µM] | 11% | -29% | 21% | -1 | -15% | -1% | -5% | 51%
C/C(=N\n1c(C)nc2ccccc2c1=O)c1ccc(C)o1 | 12% | 5% | -8% | -3% | 2 | -12% | 6% | -2% | 8%
COCCn1c(C)cc(C(=O)CSc2nc3ccccc3c(=O)[nH]2)c1C | 15%[12.7 µM] | 2% | -16% | 5% | 0 | -5% | 2% | u | 18%
Cc1ccccc1Oc1ncnc2sccc12 | 10%[0.501 µM] | 14% | 6% | -7% | -1 | -12% | -7% | -2% | 32%

New compounds follow:
canonical_smiles | G9a block | GLS inhibitor | JMJD2A Tudor inh | BAZ2B inh | PI4K2A inh | Pol eta inh | PGK inhibitor | Pin1 inhibitor | HP1b chromo inh
Cc1cc(C)c(N2CCN(S(=O)(=O)N3CCCCCC3)CC2)c(C)c1 | u | 3% | 43%[activator] | -7% | 0 | -12% | -4% | 5% | 53%[activator]
COCCNC(=O)c1ccc2c(c1)S(=O)(=O)c1cc(Cl)ccc1C2=O | 12%[0.501 µM] | -1% | -13% | 0% | 95 | -9% | 3% | 2% | 17%
Cc1onc(-c2ccccc2)c1C(=O)N1CCN(C/C=C/c2ccccc2)CC1 | u | 0% | -27% | -2% | -6 | -11% | i | -1% | 20%
Cc1nc2c(ccc3c2ccc2nc(C)sc23)s1 | u | 5% | -4% | u | -3 | -12% | 6% | 3% | 16%
CCc1noc(C)c1C(=O)N1CCN(S(=O)(=O)c2c(C)cc(C)cc2C)CC1 | -5%[59 µM] | -1% | -5% | 6% | -4 | -19% | 0% | 0% | 31%
C=CCOc1ccc(C2NC(=S)NC(c3ccccc3)=C2C(C)=O)cc1OC (stereo not drawn) | u | -3% | -18% | u | 2 | -6% | -9% | 3% | 18%
NC(CSC(c1ccccc1)(c1ccccc1)c1cccc2ccccc12)C(=O)O (stereo not drawn) | x | 2% | 56µM* | x | 5 | 20µM* | -4% | u | u
